PKA-R1A act: activators of PKA-R1A holoenzyme, primary screen, biochemical, fluorescence polarization, Cy5-IP20, bovine R1A, mouse PKAc. PKA-R1A dissociation; scaled: DMSO 0%, 113 µM cGMP 100%. 340,000 compounds, 0.083% hits. activation, % at 11.4 µM. cAMP-dependent protein kinase type I-alpha regulatory subunit (Bos taurus) + …;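 active means percent activation above the mean of all tested compounds plus 3 SD, cut at about 19% in these data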;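 further: higher means more PKAc released from R1A so a rise in polarization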
Tat export inh: E. coli Tat export inhibitors, primary screen, MC4100, TorA-mCherry reporter, fluorescence, single point. inhibition, % at 10 µM. 340,000 compounds, 0.036% hits;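 active means mean replicate inhibition at least 50% and at least half of replicates individually reaching 50%; inconclusive means only one of the two criteria met; inactive means neither criterion met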;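 further: exported cargo escapes ClpAP degradation while cytoplasmic cargo is degraded and loses fluorescence; 0% = median of neutral control wells and 100% = median of NaSCN control wells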
Ecoli viability: E. coli V3065 growth inhibition, primary screen, counter-screen for AddAB inhibitor project, absorbance, OD600; 18 h; inhibition, % at 11.9 µM; 330,000 compounds, 0.27% hits;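 active means inhibition above the campaign's mean inhibition across all tested compounds plus 3 SD, cut at about 9.9% in these data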;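 further: uninfected addAB+ strain grown without phage in ampicillin broth; 0% = DMSO wells and 100% = ciprofloxacin 0.95 µg/ml wells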
SUMO Mot1 rescue: yeast Mot1-301 growth rescue at high temperature, primary screen, SUMOylation pathway inhibitor project, S. cerevisiae, ATP luminescence, 38.5C. S. cerevisiae Mot1-301 growth rescue; percent above DMSO median, 100 means doubled. growth rescue, % at 18.8 µM. 320,000 compounds, 1% hits;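 active means every valid replicate shows activation above 250% relative to neutral control wells; inactive means the rest, any valid replicate at or below 250%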;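 further: OY570 slx delta 5 strain wells were the positive control but not used for scaling; some compounds called inactive have numbers as strong as hits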
PfHsp90 set2: growth inhibition of PfHsp90-expressing yeast, primary screen, antimalarial PfHsp90 inhibitor project, S. cerevisiae, BacTiter-Glo luminescence, single point, set 2; inhibition, % at 9.4 µM; 310,000 compounds, 0.32% hits; BacTiter-Glo ATP, 48 h; yeast lacking PDR1 and PDR3 efflux regulators;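 active means every replicate shows inhibition above about 80%, whatever the replicate mean, limit read from the data; inconclusive means mean inhibition reaches the set limit but some replicate falls short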;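 further: 0% = DMSO neutral controls and 100% = 20 µM radicicol positive controls; yeast relying on Plasmodium falciparum Hsp90 in place of its own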
HTR5A inv ctr: HTR5A inverse agonists in luminescence cell assay, primary screen, counter-screen for OPRM1-OPRD1 heterodimer inverse agonist project, full-deck HTS | 5-hydroxytryptamine receptor 5A (Homo sapiens), P47898 | HTR5A cell line, inverse agonism | inhibition, % at 9.3 µM | 340,000 compounds, 0.083% hits; in the data active means inhibition mostly above about 23%, no sharp cut-off; inactive means mostly below about 18%;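 further: 0% = cells with DMSO and 100% = no-cell wells with DMSO; some compounds called inactive have numbers as strong as hits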
Target sequence (P47898 whole entry, looked up): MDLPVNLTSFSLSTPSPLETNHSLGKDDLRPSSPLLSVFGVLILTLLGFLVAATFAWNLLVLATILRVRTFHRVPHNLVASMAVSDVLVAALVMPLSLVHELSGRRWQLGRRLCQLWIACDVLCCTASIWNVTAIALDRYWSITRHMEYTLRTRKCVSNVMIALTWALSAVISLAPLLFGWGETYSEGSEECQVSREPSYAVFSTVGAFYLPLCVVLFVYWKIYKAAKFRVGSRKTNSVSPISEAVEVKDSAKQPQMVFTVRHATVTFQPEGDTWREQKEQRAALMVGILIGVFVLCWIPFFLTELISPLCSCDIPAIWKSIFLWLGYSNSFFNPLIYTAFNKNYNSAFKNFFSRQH
OPRM1-OPRD1 ag: agonists of OPRM1-OPRD1 heterodimerization, primary screen, cell-based, luminescence; activation, % at 9.3 µM; Mu-type opioid receptor (Homo sapiens) + Delta-type opioid receptor (Homo sapiens), …; cells; 340,000 compounds, 0.3% hits; in the data active means activation above about 18%;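 further: 0% = vehicle-treated cells and 100% = reference agonist; values of inactives mirror those of a sister screen read the other way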
OPRM1-OPRD1 inv: inverse agonists of MOR-DOR heterodimerization, primary screen, cell-based, luminescence; cell-based MOR-DOR heterodimer luminescence, inverse agonism; Mu-type opioid receptor (Homo sapiens) + Delta-type opioid receptor (Homo sapiens), …; inhibition, % at 9.3 µM; 340,000 compounds, 0.21% hits; in the data active means inhibition above about 22%, passing the limit was not always enough;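 further: 0% = cells with DMSO and 100% = wells without cells with DMSO; values of inactives mirror those of a sister screen read the other way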
AddAB inh: growth inhibition of E. coli expressing H. pylori AddAB, primary screen, AddAB inhibitor project, absorbance | 330,000 compounds, 0.29% hits | AID 435030, 2010 | inhibition, % at 11.9 µM; in the data active means inhibition above about 12%;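 further: 0% = vehicle wells of infected cells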
PKA-R2B activ: activators of PKA-R2B holoenzyme, primary screen, biochemical, fluorescence polarization, Cy5-IP20, human | PKA-R2B holoenzyme dissociation; R2B truncated from residue 108, S112A mutant; 0% DMSO only, 100% 113 µM cGMP | activation, % at 11.4 µM | 340,000 compounds, 0.079% hits | AID 504700, 2011;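 active means activation above a cutoff set at the mean over all compounds plus 3 SD, cut at about 18% in these data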;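 further: higher means more holoenzyme dissociation and a rise in polarization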
Target sequence (P31323 whole entry, looked up, other chains not shown, the tested form may be a part): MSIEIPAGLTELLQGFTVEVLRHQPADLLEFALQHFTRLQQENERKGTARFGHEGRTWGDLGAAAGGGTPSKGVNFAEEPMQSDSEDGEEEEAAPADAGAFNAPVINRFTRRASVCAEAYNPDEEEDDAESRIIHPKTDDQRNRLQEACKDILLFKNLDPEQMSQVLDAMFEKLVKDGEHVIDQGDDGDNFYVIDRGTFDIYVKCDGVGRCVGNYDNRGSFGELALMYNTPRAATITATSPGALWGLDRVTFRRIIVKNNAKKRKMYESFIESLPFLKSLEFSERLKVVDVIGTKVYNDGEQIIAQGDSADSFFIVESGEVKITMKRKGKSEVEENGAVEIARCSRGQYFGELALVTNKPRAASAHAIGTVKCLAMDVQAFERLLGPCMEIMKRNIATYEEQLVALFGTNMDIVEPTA
phage Ecoli inh: growth loss of phage-infected E. coli, primary screen, RecBCD inhibitor project, absorbance, with phage, HTS; inhibition, % at 11.9 µM; 360,000 compounds, 0.26% hits; AID 651602, 2012; in the data active means inhibition above about 11%
Starred values were filed as active, the others as inactive; i = inactive; ? = inconclusive; . = no result given. A portion of the library; the hit share may differ from the screen's.

The opening two entries (preview)
cpd	compound	PfHsp90 set2	HTR5A inv ctr	PKA-R2B activ	OPRM1-OPRD1 inv	Tat export inh	Ecoli viability	OPRM1-OPRD1 ag	AddAB inh	phage Ecoli inh	SUMO Mot1 rescue	PKA-R1A act
1	C/C(=N\NC(=O)c1ccccc1Cl)c1c(O)n(C2CCCCC2)c(=O)[nH]c1=O	8	12	-9	-11	7	-3.5	2.1	-0.2	-0.6	5	-8
2	COCCCNP1(=O)OCC(C)([N+](=O)[O-])CO1 (stereo unspecified)	-9	-10	-8	23	29	.	-4.4	.	1.5	.	-2

All compounds of this part, repeating the preview:
cpd	compound	PfHsp90 set2	HTR5A inv ctr	PKA-R2B activ	OPRM1-OPRD1 inv	Tat export inh	Ecoli viability	OPRM1-OPRD1 ag	AddAB inh	phage Ecoli inh	SUMO Mot1 rescue	PKA-R1A act
1	C/C(=N\NC(=O)c1ccccc1Cl)c1c(O)n(C2CCCCC2)c(=O)[nH]c1=O	8	12	-9	-11	7	-3.5	2.1	-0.2	-0.6	5	-8
2	COCCCNP1(=O)OCC(C)([N+](=O)[O-])CO1 (stereo unspecified)	-9	-10	-8	23	29	.	-4.4	.	1.5	.	-2
3	Cc1ccc(C2(O)CC(C)N(C)CC2C)cc1 (stereo unspecified)	-4	22	4	10	-8	1.4	-2.5	1.7	2.4	-10	-6
4	O=C(CN1CC=C(c2ccccc2)CC1)NC(=O)NCc1ccco1	-22	13	-10	17	-7	-1.1	-3.0	0.7	3.0	15	1
5	CCOc1ccc(CC2(CCc3ccncc3)C(=O)NC(=O)NC2=O)cc1	1	1	-1	11	?	0.2	-2.2	4.1	5.6	3	1
6	O=C(O)C(O)(c1ccccc1)C1CCCCC1 (stereo unspecified)	20	-29	4	8	-4	-0.8	-1.6	-1.0	3.0	-15	-7
7	CCCCn1c(=O)c(C(=O)NC(C)c2ccccc2)c(O)c2ccccc21 (stereo unspecified)	1	-1	-5	5	4	1.2	-1.1	3.0	3.0	270	-1
8	CC(C(=O)c1ccc2ccccc2c1)N1CCCCC1 (stereo unspecified)	-3	-21	-9	18	-4	1.4	-3.4	1.5	3.1	.	-3
9	Cc1ccc(C(C)C)c(OCC(=O)N2CCN(Cc3nc4cc([N+](=O)[O-])ccc4n3C)CC2)c1	1	0	1	7	-3	0.3	-1.1	2.7	2.5	-19	0
10	Cc1cccc(CN2CCCC(C(=O)c3cccc(OC(C)C)c3)C2)n1 (stereo unspecified)	17	-8	-7	-13	1	-2.5	1.9	-0.1	2.2	-6	-12
11	CC1(C)CCCN1CCC(C(N)=O)(c1ccccc1)c1ccccc1	0	-1	-5	14	3	.	-2.6	.	1.2	.	0
12	COC(=O)c1ccc(CC(C(=O)c2ccccc2)N(C)C)cc1 (stereo unspecified)	-1	-4	1	4	-2	0.2	-0.9	-1.7	2.7	-16	-2
13	COC(=O)C1=C(c2c(C)noc2C)C[C@@H]2CC[C@H]1N2C(=O)N1CCCC1	-24	1	-7	2	-15	-2.3	-0.4	-0.9	0.6	-2	20*
14	N#Cc1ccc(OCC(=O)N2CCN(Cc3ccc4c(c3)OCO4)CC2)cc1	9	7	-14	7	-11	1.2	-1.5	1.1	3.3	5	-9
15	CCOc1c(Cl)cc(CNCCc2c[nH]c3ccccc23)cc1OC	11	14	1	-45	0	1.8	8.5	5.2	3.6	11	-5
16	CCc1ccc(N2C(=O)NC(=O)/C(=C\c3cccn3CCOc3ccc(C(C)C)cc3)C2=O)cc1	-18	23	4	4	8	0.5	-0.8	2.2	2.9	33	-6
17	Cn1c(O)c(C=NCCCNC2CCCCC2)c(=O)n(C)c1=O	13	-14	-3	10	-4	2.9	-1.9	1.3	2.8	.	7
18	CC1CN(CC(=O)c2ccccc2Cl)CC(C)O1 (stereo unspecified)	-7	6	0	5	-1	-1.7	-1.0	0.7	2.9	6	-12
19	O=[N+]([O-])c1ccc(N2CCCC(C(F)(F)F)C2)c2ccncc12 (stereo unspecified)	-14	-5	0	-67	-5	1.2	8.3	2.5	1.8	27	1
20	CCC1(C(=O)c2ccc(C)cc2)C2c3ccccc3OC(=O)C21C(=O)O (stereo unspecified)	-17	9	-10	-1	2	1.6	0.3	1.6	1.5	2	-9
21	Cc1cc(Cc2c(O)[nH]c(=S)[nH]c2=O)ccc1OC(C)C	-1	-7	0	7	3	-1.6	-1.3	2.8	2.0	-8	-1
22	Cc1nc2cc(C(F)(F)F)ccc2n1C1CCN(Cc2nnnn2Cc2ccc3c(c2)OCO3)CC1	.	.	-19	.	4	2.3	.	3.0	1.0	6	4
23	COc1cc(C2NCc3ccccc3-n3cccc32)ccc1O (stereo unspecified)	-30	7	3	-3	-4	0.1	0.7	2.7	4.5	-1	-5
24	Fc1ccc(C2NCCc3[nH]cnc32)cc1 (stereo unspecified)	23	-10	-9	13	-7	1.3	-2.4	3.2	3.9	-7	1
25	CN1CCN(c2nc(N)cc(=O)[nH]2)CC1	-1	1	-7	16	-2	0.5	-3.1	1.1	1.5	-3	0
26	CC(=NCc1cccnc1)c1c(O)n(-c2ccccc2C)c(=O)[nH]c1=O	25	4	5	15	-1	-1.1	-2.7	-0.3	1.5	-3	-1
27	COc1cc2c(c(OC)c1OC)-c1ccc(O)c(=O)cc1[C@@H](NC(C)=O)CC2	36	-8	-3	20	2	1.8	-3.5	7.6	6.0	-3	4
28	CCOc1ccc(C2SCC(=O)Nc3c2c(C)nn3C2CCOC(C)(C)C2)cc1 (stereo unspecified)	-17	1	8	12	-7	1.2	-2.3	0.3	-0.8	3	9
29	CCOP(=O)(OCC)C(NC(=O)Cc1ccccc1)C(Cl)(Cl)Cl (stereo unspecified)	-15	11	2	9	-3	1.5	-2.0	4.4	1.2	-2	-8
30	CCCCCCNc1nc(OC)nc(N2CC3CC(C2)c2cccc(=O)n2C3)n1 (stereo unspecified)	-6	-13	2	0	6	-0.9	-0.1	1.9	-0.5	63	6
31	CN1CC(C(=O)c2ccc(Cl)cc2)C(c2ccccc2)C1 (stereo unspecified)	4	2	1	9	1	-0.7	-1.5	0.4	5.4	-3	-4
32	COC(=O)[C@]1(C)C[C@H]1[C@H](NP(=O)(c1ccccc1)c1ccccc1)c1ccccc1	2	-10	8	2	0	2.4	-0.4	4.0	3.0	278	10
33	O=c1[nH]c(=O)n(-c2cccc3ccccc23)c(O)c1/C=N/N1CCCCC1c1cccnc1 (stereo unspecified)	8	6	0	0	-1	0.3	0.0	5.0	4.5	-12	-7
34	O=C(c1cn(Cc2ccccc2)c2ccccc12)C1CC1	-101	-28	-7	-6	2	-0.5	1.2	7.3	0.3	0	-15
35	CCCCOC(=O)c1ccccc1C(=O)OCc1ccccc1	29	-7	-5	13	7	-1.4	-2.5	4.6	2.6	-5	-14
36	Cc1ccc(C)c(NC2=NCCCS2)c1	-12	9	0	7	-1	0.9	-1.5	1.9	2.1	-5	-4
37	CCOP(=O)(OCC)C(NC(=O)c1ccccc1)C(Cl)(Cl)Cl (stereo unspecified)	8	12	-7	15	5	0.3	-2.9	3.2	3.7	0	0
38	N#Cc1c(N2CCNCC2)nc(-c2ccco2)c2c1CCCC2	0	-31	6	4	-5	0.7	-0.9	4.8	1.3	14	2
39	CSc1ncc(CN2CCCC(C(=O)c3ccccc3SC)C2)cn1 (stereo unspecified)	-3	-29	-9	2	8	-0.5	-0.4	2.7	-0.8	9	-10
40	Clc1ccc(OCC#CCN2CCCC2)cc1	-19	3	-2	2	-9	1.8	-0.4	1.6	5.6	-24	-1
41	COc1ccccc1-n1c(O)c(C=NCCN2CCNCC2)c(=O)[nH]c1=O	.	-17	3	11	0	0.4	-1.9	1.4	2.4	-32	-3
42	Cc1ccc2c(c1)C1CN(C)CCC1N2C(=O)Nc1cccc(Cl)c1 (stereo unspecified)	27	.	-10	.	-6	-0.1	.	-1.8	4.2	93	-2
43	COc1ccc(CN2CCN(C(=O)COc3cccc(C)c3)CC2)c(OC)c1	-7	9	-5	5	9	.	-0.8	.	0.1	.	-7
44	O=C(c1ccccc1)C(CN1CCCC1)c1ccccc1 (stereo unspecified)	8	12	-11	-1	-2	-2.3	0.2	-1.3	0.3	560*	-1
45	COc1ccc(OCC(=O)N2CCN(Cc3ccc4c(c3)OCO4)CC2)cc1	-6	-19	-20	-3	11	-0.8	0.6	-3.7	-1.4	6	-14
46	COc1ccc(CCn2c(O)c(C=NCCCn3ccnc3)c(=O)[nH]c2=O)cc1OC	.	-7	5	12	-1	0.8	-2.4	1.9	0.9	i	-4
47	Cc1ccc2nc(N3CCN(C)CC3)[nH]c2c1	-5	18	-7	0	-13	-2.8	0.0	-0.4	0.8	.	2
48	Cc1ccc(C(O)(C(=O)NNC(=O)CN2CCN(C)CC2)c2ccc(C)cc2)cc1	-6	20	0	19	-11	-0.7	-3.9	4.2	1.7	-11	7
49	CC(C)(C)NC(=O)NC(=O)CN1CC=C(c2ccccc2)CC1	-13	4	8	-25	-10	1.3	4.5	0.3	3.3	-2	-18
50	COC(=O)C1=C(c2c(C)noc2C)C[C@@H]2CC[C@H]1N2C(=O)NCC1CC1	0	-17	0	4	1	2.1	-0.7	0.6	2.7	-1	1

Compound profiles (already shown). Order of screens: PfHsp90 set2, HTR5A inv ctr, PKA-R2B activ, OPRM1-OPRD1 inv, Tat export inh, Ecoli viability, OPRM1-OPRD1 ag, AddAB inh, phage Ecoli inh, SUMO Mot1 rescue, PKA-R1A act
COc1ccc(CN2CCN(C(=O)COc3cccc(C)c3)CC2)c(OC)c1 in the list: -7, 9, -5, 5, 9, ., -0.8, ., 0.1, ., -7
COc1ccc(OCC(=O)N2CCN(Cc3ccc4c(c3)OCO4)CC2)cc1 in the list: -6, -19, -20, -3, 11, -0.8, 0.6, -3.7, -1.4, 6, -14
Clc1ccc(OCC#CCN2CCCC2)cc1 in the list: -19, 3, -2, 2, -9, 1.8, -0.4, 1.6, 5.6, -24, -1
Cc1ccc(C(O)(C(=O)NNC(=O)CN2CCN(C)CC2)c2ccc(C)cc2)cc1 in the list: -6, 20, 0, 19, -11, -0.7, -3.9, 4.2, 1.7, -11, 7
O=C(c1ccccc1)C(CN1CCCC1)c1ccccc1 (stereo unspecified) in the list: 8, 12, -11, -1, -2, -2.3, 0.2, -1.3, 0.3, 560*, -1
